From PubChem BioAssay
RmlC RmlD mix: RmlC/RmlD inhibition, mixture screen. AID 1532. hit rate 0.39% among 110,000. inhibition, % at 5.5 µM. RmlC/RmlD coupled enzyme inhibition, 384-well mixture HTS; in the data active = inhibition above about 30%, passing the limit was not always enough; note: strong numbers were not always called active
RT RNaseH block: blocks HIV-1 RNase H cleavage of RNA/DNA duplex; AID 565; hit rate 1.9% among 65,000; RT-RNase H RNA/DNA duplex cleavage, fluorescence; P04585; inhibition, % at 10 µM; in the data active = inhibition above about 50%
* marks the source's active call; other numbers are inactive results; i = inactive; · = not tested or not shown; & = joins results of further samples. An excerpt (hit frequency here may not be typical).

SMILES	RmlC RmlD mix	RT RNaseH block
Cc1nc(C(=O)NC2CCCCC2)sc1C1(C)CC(c2cccnc2)=NO1 (stereo unspecified)	-56	·
CC1Cc2ccccc2N1C(=O)Cn1cnc2ccccc2c1=O (stereo unspecified)	6	-3
COCCn1c(C)cc(C(=O)COC(=O)c2ccc(N3CCCC3=O)cc2)c1C	1	-3
COc1ccccc1-c1cc(C(=O)Nc2cc(C)nn2-c2ccccc2)no1	8	-14
Cc1nc(C(=O)Nc2ccc(Cl)cc2)sc1C1(C)CC(c2ccccc2)=NO1 (stereo unspecified)	7	·
Cc1cc(=O)oc2cc3c(cc12)OCCO3	37	-24
COc1ccc(C(=O)NCC(c2ccc(F)cc2)N2CCOCC2)cc1S(=O)(=O)N1CCCC1 (stereo unspecified)	6	0
COc1ccc(Nc2nnc(-c3ccc(N4CCOCC4)c([N+](=O)[O-])c3)c3ccccc23)cc1	13	·
Cc1ccc(C(=O)Nc2cccc(C(=O)NCc3ccccc3)c2)o1	-6	4
CCOC(=O)c1c(C)c(C(=O)N2CCN(c3cccc(Cl)c3)CC2)c(C)n1C	2	-3
O=C(CC12CC3CC(CC(C3)C1)C2)NCC(=O)N1CCCC1	-15	-5
CCOC(=O)c1sc2nc(N3CCOCC3)c3c(c2c1N)CC(C)(C)N(C)C3	23	·
CCOC(=O)/C=c1\s/c(=C\c2c(OCC)ccc3ccccc23)c(=O)n1CC(=O)NCC1CCCO1 (stereo unspecified)	-12	·
CCN(CC)CCOC(=O)c1cccc(Br)c1	-11	-30
COc1ccc(CN2CCn3ncc(C(=O)Nc4ccccc4)c3C2=O)cc1	0	·
Cc1ccc(Oc2ncc(CN3CCOCC3)s2)cc1	-2	·
CN(C)/C=C(/C(=O)c1ccc(Cl)cc1Cl)S(=O)(=O)c1ccc(Cl)cc1	1	·
c1ccc(COc2ccc(OCCOCCn3cncn3)cc2)cc1	-29	-1
COc1ccccc1CNC(=O)[C@@H]1CCCN1C(=O)C1CCN(S(=O)(=O)c2ccc(C)cc2)CC1	-3	0
C=CCn1c(Cc2cccs2)nnc1SCC(=O)Nc1cc(OC)cc(OC)c1	3	1
COC(=O)c1ccc(NC(=O)c2cn(-c3cccc(C)n3)cn2)cc1	-11	·
COc1cccc(N2CCN(Cc3ccc(Cl)cc3)CC2)c1	-18	-12
C=CCNC(=O)c1ccc(C)cc1Cl	-2	-8
COC(=O)c1ccc(COC(=O)c2ccccn2)cc1	-6	-6
CS(=O)(=O)c1ccc2nc(NC(=O)C3C4C=CC(C4)C3C(=O)O)sc2c1 (stereo unspecified)	-8	-1
CCNc1nc(SC)nc(N(C#N)CC(=O)OC)n1	14	·
COc1ccc(N2C(=O)C(CC(=O)O)S/C2=C\C(C)=O)cc1 (stereo unspecified)	i	6
COc1ccc(Cc2nnc(SCC(=O)Nc3nc(C)cs3)o2)cc1	5	-1
O=c1[nH][nH]c2nc(C(F)(F)F)cc(C(F)(F)F)c12	7	-7
CC(C)CCNC(=O)c1onc(CSc2ccc(Cl)cc2)c1C(=O)NCCC(C)C	-12	·
CCOC(=O)c1cc(CC)sc1NC(=O)Cc1ccsc1	5	-29
COC(C/C=C/[C@H](O)[C@H](C)OCc1ccccc1)OC	1	·
COc1ccc(CN(Cc2cc3ccc(C)cc3[nH]c2=O)Cc2nnnn2C2CCCC2)cc1	-6	0
O=C(Nc1ccccc1-c1nnn(CC(=O)N2CCCc3ccccc32)n1)c1ccc(Cl)cc1	0	·
CCOC(=O)c1c(CN2CCCCC2)n(C)c2cc(Br)c(O)cc12	22	·
COc1ccc(N2CCN(C(c3ccccc3)c3nnnn3Cc3ccc(F)cc3)CC2)cc1 (stereo unspecified)	4	16
Cc1cccc(CN2CCNC2=O)c1	14	-33
Cc1ccc(C)c(N2CCN(CC(=O)Nc3ccc([N+](=O)[O-])cc3C(=O)Nc3ccccc3F)CC2)c1	10	·
CCOC(=O)C1CCCN(C(=O)C(C)Oc2ccc(Cl)cc2Cl)C1 (stereo unspecified)	-30	-9
O=C(CCS(=O)(=O)Cc1ccccc1F)N1CCc2ccccc2C1	·	-40
Cc1noc(C)c1C(=O)N1CCc2ccccc2C1	-8	-4
Nc1ccc2oc(-c3ccccn3)nc2c1	6	-5
Cc1cc(-n2c(C)cc(C(=O)CSc3nnnn3-c3ccccc3)c2C)no1	1	-6
COc1ccc(CCNC(=O)CSc2nnc(-c3cccc(C)c3)o2)cc1OC	0	-4
CCC(C)(C)NC(=O)C(c1ccc(C)cc1)N(CC1CCCO1)C(=O)CNC(=O)c1cccs1 (stereo unspecified)	1	·
COC(C/C=C/C(=O)[C@H](C)OCc1ccccc1)OC	-4	·
O=C(NCCC1=CCCCC1)N[C@@H](Cc1ccccc1)C(=O)O	-7	-2
Cc1onc(-c2ccccc2)c1C(=O)Nc1nc(-c2ccccc2)cs1	11	·

Rewritten with each value named: entries from further up
> CCC(C)(C)NC(=O)C(c1ccc(C)cc1)N(CC1CCCO1)C(=O)CNC(=O)c1cccs1 (stereo unspecified)
- RmlC RmlD mix = 1
- RT RNaseH block = ·
> COC(C/C=C/C(=O)[C@H](C)OCc1ccccc1)OC
- RmlC RmlD mix = -4
- RT RNaseH block = ·
> O=C(NCCC1=CCCCC1)N[C@@H](Cc1ccccc1)C(=O)O
- RmlC RmlD mix = -7
- RT RNaseH block = -2

(listing goes on)
SMILES	RmlC RmlD mix	RT RNaseH block
O=C(c1cccn(Cc2ccc(Cl)c(Cl)c2)c1=O)N1CCOCC1	7	·
COc1cc(C(=O)O/N=C2\C=CC(=O)C(C)=C2)cc(OC)c1OC	6	·
CCC1CCCCN1C(=O)CSc1nc(N)c(NC(=O)c2ccc(OC)c(OC)c2)c(=O)[nH]1 (stereo unspecified)	6	-7
CC(=O)c1cccc(NC(=O)c2cc(-n3cnnc3)ccc2Cl)c1	-12	-8
O=C(CSc1ncccc1C(=O)O)c1ccccc1	-62	-5
CCOc1cc(C(=O)N2CCc3cc(OC)c(OC)cc3C2)ccc1OC(F)F	-5	2
C(#CCN1CCOCC1)COCCOC(c1ccccc1)c1ccccc1	6	·
Nc1ccc(C(=O)O)c(O)c1	2	-7&0
Cc1ccc(OCc2nnc(SCC(=O)CC(=O)Nc3ccccc3)o2)cc1	3	-4
Cc1c(/C=N/n2cnnc2)c2ccccc2n1C	14	-33
CN1C(=O)c2cccc(NCCCCCCN3C(=O)c4ccccc4C3=O)c2C1=O	-24	·
COc1ccc(C(CNC(=O)COc2ccccc2OC)N(C)C)cc1OC (stereo unspecified)	-11	-11
O=C(O)c1ccc(-c2ccco2)n1Cc1ccccc1	-10	-14
COc1ccc(N(CC(=O)Nc2nc3ccc(C)cc3s2)S(=O)(=O)c2c(C)nn(C)c2C)cc1	6	-5
O=C1Nc2cc(Cl)c(Cl)cc2N(O)N1c1ccc(Cl)cc1	-6	·
COc1ccc(CCNC(=O)C2=COCCO2)cc1	-7	-9
COc1cccc2c3c(c(=O)[nH]c12)CCC(C)(C)O3	-8	·
O=C1N(Nc2ccccc2)C(c2ccc(Br)cc2)C12CCCCC2 (stereo unspecified)	-15	·
O=C(C(c1ccccc1)c1ccccc1)N1CCN(Cc2ccc(Br)cc2)CC1	-12	·
CCc1ccc(NC(=O)CCNS(=O)(=O)c2cccc3nsnc23)cc1	8	·
CCN(C(=O)Nc1ccccc1OC)c1c(N)n(Cc2ccccc2)c(=O)[nH]c1=O	-14	·
CCCNC(=O)C1CCN(S(=O)(=O)c2ccc(Br)cc2)CC1	3	-3
CCN(CC)c1ncn(Cc2c(Cl)cccc2Cl)c2ncnc1-2	5	·
Cc1cccc(NC(=O)CC2S/C(=N/c3nccs3)N(C)C2=O)c1 (stereo unspecified)	-16	·

Ordered by molecular weight (high to low): part of the list above
SMILES	RmlC RmlD mix	RT RNaseH block
O=C(C(c1ccccc1)c1ccccc1)N1CCN(Cc2ccc(Br)cc2)CC1	-12	·
Cc1cccc(NC(=O)CC2S/C(=N/c3nccs3)N(C)C2=O)c1 (stereo unspecified)	-16	·
O=C1Nc2cc(Cl)c(Cl)cc2N(O)N1c1ccc(Cl)cc1	-6	·

Continued.
SMILES	RmlC RmlD mix	RT RNaseH block
c1ccc(N2CCN(c3ccccc3)C2c2cccs2)cc1	-13	-6
C[C@H]1CCCC(=O)CCC/C=C/c2cc(O)cc(O)c2C(=O)O1	3	-23
Cn1c(-c2sc3cc(C(F)(F)F)cnc3c2-c2cccnc2)n[nH]c1=S	21	·
CCOC(=O)c1cnc(NCc2ccccc2)nc1C	7	-26
O=C(c1ccccc1)c1ccc(OCC(O)CN2CCOCC2)cc1 (stereo unspecified)	-251	-2
CCN(CCNc1ccc([N+](=O)[O-])c2cccnc12)S(=O)(=O)c1ccc(Cl)cc1	6	·
COc1ccc(OC)c2[nH]c(=O)c(CCNS(=O)(=O)c3ccc(C)cc3)cc12	·	-66
COc1ccc(CCNC(=O)CSc2nc(-c3ccco3)cc(C(F)(F)F)n2)cc1OC	-18	2
C/C=C\C(=O)Nc1cccc(C2=NOC3(C2)C[C@@H](C(N)=O)N(C(=O)c2ccc(Cl)cc2)C3)c1 (stereo partly specified)	11	·
CCC1(c2ccc(F)cc2)NC(=O)N(CC(=O)c2ccc[nH]2)C1=O (stereo unspecified)	3	18
Cc1ccc(Cl)cc1N1CCN(C(=O)C2CCN(S(=O)(=O)c3cnc[nH]3)CC2)CC1	7	-8
Fc1ccccc1-c1nc2c(s1)CCc1onc(-c3ccc(Br)cc3)c1-2	-11	·

Complete entries from above. Order of values: RmlC RmlD mix, RT RNaseH block
Fc1ccccc1-c1nc2c(s1)CCc1onc(-c3ccc(Br)cc3)c1-2 is listed with -11, ·
Cn1c(-c2sc3cc(C(F)(F)F)cnc3c2-c2cccnc2)n[nH]c1=S is listed with 21, ·
C[C@H]1CCCC(=O)CCC/C=C/c2cc(O)cc(O)c2C(=O)O1 is listed with 3, -23
CCOC(=O)c1cnc(NCc2ccccc2)nc1C is listed with 7, -26
Cc1ccc(Cl)cc1N1CCN(C(=O)C2CCN(S(=O)(=O)c3cnc[nH]3)CC2)CC1 is listed with 7, -8

Continuation.
SMILES	RmlC RmlD mix	RT RNaseH block
Nc1nonc1-c1nc2ccccc2n1Cc1ccccc1	7	-58
Cc1ccc(Cn2nnc3c(=O)[nH]c(C4CCN(S(=O)(=O)c5cc(C)ccc5C)CC4)nc32)cc1	-4	36
NC12CCc3c(no[n+]3[O-])C1(O)CC(c1ccccc1)=[N+]2[O-] (stereo unspecified)	0	·
CC(C)(C)NC(=O)C(c1ccco1)N(C(=O)Cn1nnc(-c2ccc(F)cc2)n1)c1ccccc1 (stereo unspecified)	·	6
COc1ccc(-c2ccc(C)cc2)cc1[C@H]1[C@@H]2C=CCC[C@@]2(C)C(=O)N1Cc1ccccc1	-5	·
C=CCc1ccc(OCC(O)CN2CCC(Cc3ccccc3)CC2)c(OC)c1 (stereo unspecified)	-3	·
Cc1cc(CSc2ccccc2)ccc1NC(=O)c1cccc([N+](=O)[O-])c1	i	·
COc1ccccc1C(=O)NCc1ccccc1	-4	·
CCN(CC)c1nc2ccccc2nc1-n1nc(C)cc1C	-12	·
O=C1C(Cl)=C(NCC2CCCO2)C(=O)N1Cc1ccccc1 (stereo unspecified)	-10	20
COc1ccccc1-n1c(SCC(=O)Nc2cccc(C)c2)nc2c(c1=O)SCC2	4	-8
O=C(Cc1cccs1)N1CCCC(c2nc3c(nnn3Cc3cccc(Cl)c3)c(=O)[nH]2)C1 (stereo unspecified)	12	-7
Cc1ccc(C(C2C(=O)CC(C)(C)CC2=O)C2C(=O)CC(C)(C)CC2=O)s1	-14	·
O=C(CN1C(=O)NC2(CCCCCC2)C1=O)NCc1ccco1	-2	·
CCC(C(=O)NCc1ccco1)N(C(=O)CNS(=O)(=O)c1ccccc1)c1ccc(OC)cc1 (stereo unspecified)	-7	·
COc1ccc(CCNC(=S)NC(=O)c2ccccc2)cc1OC	9	·
COCCNC(=O)c1ccc(C(=O)NCCOC)s1	6	-11
COc1cc(OC)c(C2=NOC(C(=O)Nc3cc(C)nn3-c3ccccc3)C2)cc1Cl (stereo unspecified)	·	-21
CCC(C)(C)NC(=O)CN(Cc1ccc2c(c1)OCO2)C(=O)CCC(=O)Nc1ccccn1	-5	1
O=C1c2ccccc2C(Nc2ccc3c(c2)OCO3)N1Cc1ccc2c(c1)OCO2 (stereo unspecified)	5	32
COC(=O)c1[nH]c2ccc(Cl)cc2c1NC(=O)CCN1CCOCC1	·	3
CCOC(=O)c1c(NC(=O)CSc2nnnn2C)sc(CC)c1C	-10	-46
CCOC(=O)c1c(-c2ccccc2)csc1NC(=O)C1CCCO1 (stereo unspecified)	6	·
C[C@]12CCC(=O)C=C1CC[C@@H]1[C@@H]2[C@@H](O)C[C@@]2(C)[C@H]1CC[C@]2(O)C(=O)CO	-35	-13
COC(=O)C1=Nc2ccccc2/C1=C\c1c(O)n(-c2ccc(OC)cc2)c(=O)[nH]c1=O	-4	·
O=C(Nc1ccon1)c1ccccc1Cl	105	-2
COc1ccc(NC(=O)c2cccc(Cn3cc(Br)cn3)c2)cn1	-16	-10
COC(=O)[C@H]1C[C@@H]1[C@H](NC(=O)OCc1ccccc1)c1ccccc1	-7	·
CCCCNC(=O)C(c1ccc(OCC(=O)OC)c(C(=O)OC)c1)N(CCc1c[nH]c2ccccc12)C(=O)CCCCCN1C(=O)NC(c2ccc(-c3ccccc3)cc2)C(C(=O)OCc2ccccc2)=C1C (stereo unspecified)	-13	·
